miR-122 sensor = miR-122 Renilla sensor signal increase in Huh7, primary screen, miR-122 inhibitor project, cell-based, single point, plate reader | activation (reporter increase), % at 12.5 µM | Huh7 miR-122 Renilla luciferase sensor, 48 h; neutral wells = 0, positive control = 100 | 0.3% of 340,000 active;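 active = mean replicate activation score at least 90 and every replicate individually at or above 90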;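 note: higher luciferase means less miR-122 activity so hits act as miR-122 inhibitors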
PglD DTNB = C. jejuni PglD acetyltransferase inhibitors, primary screen, biochemical, DTNB colorimetric, single point; UDP-N-acetylbacillosamine N-acetyltransferase PglD (Campylobacter jejuni); purified PglD enzyme, DTNB colorimetric CoA detection; inhibition, % at 12.5 µM; 0.098% of 360,000 active; in the data active = inhibition above about 16%, passing the limit was not always enough; note: strong numbers were not always called active
ERAP1 inh = human ERAP1 aminopeptidase inhibitors, primary screen, biochemical, single point, plate reader. 0.15% of 340,000 active. inhibition, % at 10.7 µM. recombinant ERAP1, Leu-AMC fluorescence, 60 min. AID 652197, 2013;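 active = mean replicate inhibition of at least 30%, or all replicates individually reaching that 30% level; inactive = mean below 30% and not every replicate reaching it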;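 note: 0% = neutral control wells and 100% = L-leucinethiol positive control wells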
PGC1a acetyl inh = inhibitors of PGC1a acetylation signal, primary screen, cell-based, U2OS, AlphaScreen, inhibitor mode | inhibition, % at 15.6 µM | 0.17% of 350,000 active | AlphaScreen anti-acetyl-lysine; with virally co-expressed GCN5 acetyltransferase;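 active = every replicate shows inhibition of at least 40%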;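 note: 0% = neutral control wells and 100% = positive control wells; some results beyond the cut were filed as inactive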
RAD52 anneal inh = RAD52 DNA annealing inhibitors, primary screen, biochemical, FRET, single point, set 2. AID 651710, 2012. 0.46% of 360,000 active. DNA repair protein RAD52 homolog (Homo sapiens), P43351. recombinant RAD52 DNA annealing, FRET fluorescence. inhibition, % at 18.7 µM;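 active = every replicate showing at least 50% inhibition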
Target sequence (P43351 whole entry, looked up): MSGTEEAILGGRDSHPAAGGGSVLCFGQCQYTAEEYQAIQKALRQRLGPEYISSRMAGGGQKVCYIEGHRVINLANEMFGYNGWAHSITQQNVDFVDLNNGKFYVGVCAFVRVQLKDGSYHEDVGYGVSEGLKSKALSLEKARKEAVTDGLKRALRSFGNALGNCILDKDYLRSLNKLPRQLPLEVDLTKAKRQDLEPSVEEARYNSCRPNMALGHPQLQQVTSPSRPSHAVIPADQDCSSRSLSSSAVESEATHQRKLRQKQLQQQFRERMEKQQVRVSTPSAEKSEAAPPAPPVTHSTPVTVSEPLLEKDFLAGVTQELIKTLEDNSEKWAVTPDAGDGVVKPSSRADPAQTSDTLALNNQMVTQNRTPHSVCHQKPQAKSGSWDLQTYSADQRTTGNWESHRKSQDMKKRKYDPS
RAD54 inh = inhibitors of human RAD54 branch migration, primary screen, biochemical, fluorescence, single point | DNA repair and recombination protein RAD54-like (Homo sapiens), Q92698 | RAD54 Holliday junction branch migration, FAM/BHQ fluorescence | inhibition, % at 10.4 µM | 0.14% of 360,000 active | AID 602329, 2012;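 active = mean normalized replicate activity at least 40 and at least half of replicates scoring 40 or more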;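 note: 0% = median of neutral control wells and 100% = median of positive control wells; inhibitors cause a drop in the FAM fluorescence signal; in these data hits start at about 50%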
E-selectin induc = E-selectin induction in HUVECs, primary screen, imaging, HUVEC, immunofluorescence imaging, single point; 0.37% of 260,000 active; P16581; normalized: neutral wells 0, TNF-alpha wells 100; activation, % at 7.58 µM;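 active = mean E-selectin-positive cell signal at least 10% of the positive control, reached in at least 60% of replicates, without over 20% cell loss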;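 note: in these data hits start at about 27%; measured in HUVEC primary endothelial cells; signal is the percent of cells scored E-selectin positive by PE staining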
Target sequence (P16581 whole entry, looked up): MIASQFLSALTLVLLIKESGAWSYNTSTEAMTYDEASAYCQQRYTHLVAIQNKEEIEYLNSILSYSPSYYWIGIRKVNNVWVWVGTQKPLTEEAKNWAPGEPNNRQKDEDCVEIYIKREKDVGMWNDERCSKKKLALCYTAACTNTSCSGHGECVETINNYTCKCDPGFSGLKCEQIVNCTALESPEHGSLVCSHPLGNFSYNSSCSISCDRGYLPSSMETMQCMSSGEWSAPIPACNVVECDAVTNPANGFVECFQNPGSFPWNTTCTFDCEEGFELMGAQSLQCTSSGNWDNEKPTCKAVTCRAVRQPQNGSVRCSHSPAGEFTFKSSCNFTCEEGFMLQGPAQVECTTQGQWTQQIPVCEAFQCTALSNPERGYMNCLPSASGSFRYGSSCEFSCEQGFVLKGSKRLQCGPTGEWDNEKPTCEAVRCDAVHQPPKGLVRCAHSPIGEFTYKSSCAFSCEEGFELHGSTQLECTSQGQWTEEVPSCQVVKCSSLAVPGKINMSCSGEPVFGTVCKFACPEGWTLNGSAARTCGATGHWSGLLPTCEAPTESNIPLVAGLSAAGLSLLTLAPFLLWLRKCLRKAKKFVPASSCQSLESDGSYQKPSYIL
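assay system = HUVEC, human umbilical vein endothelial cells | input = 3,000 HUVEC seeded per well | medium = EGM-2 growth medium on 0.1% gelatin-coated wells | dosing = one compound dose added by pin transfer | signal = immunofluorescence imaging | read-out basis = % PE-positive cells | control set = TNF-alpha, DMSO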
Cneo AK release = Cryptococcus neoformans cell lysis inducers, primary screen, AK release luminescence, single concentration | C. neoformans lysis, adenylate kinase release luminescence, 4 h; normalised: neutral wells 0, clomiphene wells 100 | lysis activity, % at 15 µM | 0.2% of 360,000 active;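 active = mean lysis activity across replicates of at least 80%, whatever share of replicates individually reach that level; inactive = mean lysis activity below 80%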
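Material – Cryptococcus neoformans yeast cells · Quantity – 5 × 10^6 yeast cells/mL · Buffer or medium – YPD medium · Compound – single dose · Timing – 4 h static compound exposure, 37 °C, read 1 h post-reagent · Signal – adenylate kinase release luminescence · Read-out basis – lysis from increased AK signal · Benchmarks – Clomiphene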
* = called active by the depositor; x = no result given; [ ] = dose if it differs, or a comment.

SMILES	miR-122 sensor	PglD DTNB	ERAP1 inh	PGC1a acetyl inh	RAD52 anneal inh	RAD54 inh	E-selectin induc	Cneo AK release
FC(F)Oc1ccc(N=C2SCC3CCCCN23)cc1 (stereo not given)	-1	-5	-1	x	10	-10	x	0
Cc1cc([N+](=O)[O-])ccc1NC(=O)CCC(=O)N1CCCC1	3	-9	-5	x	-4	7	0.1	0
COc1ccc(OC)c(NC(=O)CSc2nnc(CNc3ccc(F)cc3)o2)c1	-7	-7	x	0	x	5	x	2
CS(=O)(=O)Nc1cccc(S(=O)(=O)N2CCN(C(=O)c3ccccc3)CC2)c1	-6	2	-2	-13	-4	-10	1.7	3
CC(=O)Nc1ccc(S(=O)(=O)NCc2nnnn2-c2ccc(Cl)cc2)cc1	-4	-5	1	-12	-10	2	4.2	-1
N#C[C@H]1[C@@H](c2ccccc2C2=CCCCC2)[C@@H](CO)N1C(=O)c1ccccn1	x	x	-2	0	-10	x	0.0	x
CC1Sc2ccc(C(=O)NCc3ccccn3)cc2NC1=O (stereo not given)	x	-1	1	x	-12	-8	x	3
O=c1c2cc(F)ccc2sn1-c1ccccc1Cl	1	-1	61*	x	0	-5	-0.1	-3
CCCC(C)C(=O)Nc1ccc(Cl)cn1 (stereo not given)	-1	3	x	-5	x	3	x	-3
O=C(Cc1ccccn1)N[C@@H]1CC[C@H](CCn2cc(-c3cccnc3)nn2)O[C@@H]1CO	x	-2	-5	-10	-22	-3	-0.1	-1
C[C@@H]1CN([C@@H](C)CO)S(=O)(=O)c2ccc(C#CC3CC3)cc2O[C@@H]1CN(C)C(=O)C1CC1	-27[16.7 µM]	-3	-1	-7	12	2	0.3	0
COCCCNC(=S)N/N=C/c1ccc(O)cc1O	1	2	2	16	-21	-8	-0.2	-2
O=C(C[C@H]1C=C[C@@H](NS(=O)(=O)c2ccc(F)cc2)[C@H](CO)O1)N1CCc2ccccc2C1	x	-2	3	2	-1	0	0.1	-1
CC(C)C(=O)Nc1ccc2c(c1)C(=O)N(C)[C@@H]1CC[C@H](CC(=O)NCc3ccc(F)cc3)O[C@@H]1CO2	1[16.7 µM]	13	0	-9	2	10	0.1	-3
COc1ccccc1C(c1nnnn1Cc1ccccc1)N1CCN(c2nc3ccccc3s2)CC1 (stereo not given)	7	-10	x	-11	x	1	x	-1

An excerpt from above in order of their number in PGC1a acetyl inh, lowest first.
smiles	miR-122 sensor	PglD DTNB	ERAP1 inh	PGC1a acetyl inh	RAD52 anneal inh
CS(=O)(=O)Nc1cccc(S(=O)(=O)N2CCN(C(=O)c3ccccc3)CC2)c1	-6	2	-2	-13	-4
CC(=O)Nc1ccc(S(=O)(=O)NCc2nnnn2-c2ccc(Cl)cc2)cc1	-4	-5	1	-12	-10
O=C(Cc1ccccn1)N[C@@H]1CC[C@H](CCn2cc(-c3cccnc3)nn2)O[C@@H]1CO	x	-2	-5	-10	-22
C[C@@H]1CN([C@@H](C)CO)S(=O)(=O)c2ccc(C#CC3CC3)cc2O[C@@H]1CN(C)C(=O)C1CC1	-27[16.7 µM]	-3	-1	-7	12

(more compounds)
SMILES	miR-122 sensor	PglD DTNB	ERAP1 inh	PGC1a acetyl inh	RAD52 anneal inh	RAD54 inh	E-selectin induc	Cneo AK release
C=CCn1c(SCC(=O)c2c(N)n(C3CC3)c(=O)[nH]c2=O)nnc1-c1ccoc1C	-2	-6	4	9	-6	-16	-1.8	0
CC(C)NC(=O)Nc1ccc2c(c1)C(=O)N([C@H](C)CO)C[C@H](C)[C@@H](CN(C)Cc1ccc(C(=O)O)cc1)O2	-3[16.7 µM]	-6	-9	-1	6	1	9.3	-5
COc1cc2c(cc1O)C(c1cccs1)N(Cc1sc3ccccc3c1Cl)CC2 (stereo not given)	x	0	-1	-18	6	-2	x	44
CN(c1ccccc1)S(=O)(=O)c1cccc(NC(=O)C2=NN(c3ccccc3)C(=O)CC2)c1	6	-3	1	-7	-26	-13	-0.3	-4
CC(=O)c1cccc(NC(=O)C(C)Sc2nnc3ccccn23)c1 (stereo not given)	0	1	1	2	2	5	0.8	-1
CCNC(=O)C1(C)CCCN(C(=O)c2cc(-c3cccs3)oc2C)C1 (stereo not given)	2	5	4	-10	-3	-14	-0.1	0
CCCNC(=O)Cn1c(=O)/c(=C\c2ccc(-c3ccc([N+](=O)[O-])cc3)o2)s/c1=C\C(=O)C(C)(C)C	-5	3	x	x	x	-36	x	2
Cc1cc(Cl)ccc1OCc1nnc(-c2ccccc2C)o1	x	1	2	8	-1	-4	1.2	-2
Cc1noc(C)c1NC(=O)N(C)C[C@H]1Oc2ncc(C#CC(C)C)cc2C(=O)N([C@H](C)CO)C[C@H]1C	-4[16.7 µM]	3	0	-1	0	0	0.0	-3
CCSc1nnc(NC(=O)COc2ccccc2[N+](=O)[O-])s1	-3	-1	5	6	-49	-9	-0.1	0
CCCn1nc(NC(=O)COC)c2cc3cccc(C)c3nc21	1	5	-2	3	-19	5	0.8	2
COc1cc(Cl)nn(-c2ccccc2)c1=O	-1	-1	x	-1	x	-6	x	0
C[C@@H]1CCCCO[C@H](CN(C)C(=O)C2CCCCC2)[C@@H](C)CN([C@H](C)CO)C(=O)c2cc(NS(C)(=O)=O)ccc2O1	1[16.7 µM]	0	0	2	3	-6	0.0	-9
CN1CCN(S(=O)(=O)c2ccc(NC(=O)c3ccc(F)cc3Cl)cc2)CC1	3	-2	-2	-5	-13	-2	0.0	2
CN1C(=O)C(CC(=O)Nc2ccc(F)cc2)N(Cc2cccs2)C1=S (stereo not given)	19	-2	5	1	9	-19	-0.5	1

Individual results from the results shown:
Reading for CN1C(=O)C(CC(=O)Nc2ccc(F)cc2)N(Cc2cccs2)C1=S (stereo not given) in miR-122 sensor: 19
Reading for CN1CCN(S(=O)(=O)c2ccc(NC(=O)c3ccc(F)cc3Cl)cc2)CC1 in E-selectin induc: 0.0
Reading for COc1ccccc1C(c1nnnn1Cc1ccccc1)N1CCN(c2nc3ccccc3s2)CC1 (stereo not given) in RAD54 inh: 1
Reading for C[C@@H]1CCCCO[C@H](CN(C)C(=O)C2CCCCC2)[C@@H](C)CN([C@H](C)CO)C(=O)c2cc(NS(C)(=O)=O)ccc2O1 in RAD54 inh: -6
Reading for CCSc1nnc(NC(=O)COc2ccccc2[N+](=O)[O-])s1 in ERAP1 inh: 5
Reading for O=C(Cc1ccccn1)N[C@@H]1CC[C@H](CCn2cc(-c3cccnc3)nn2)O[C@@H]1CO in Cneo AK release: -1

Next part.
SMILES	miR-122 sensor	PglD DTNB	ERAP1 inh	PGC1a acetyl inh	RAD52 anneal inh	RAD54 inh	E-selectin induc	Cneo AK release
CO[C@@H]1CN(C)C(=O)c2ccc(NC(=O)C3CCCCC3)cc2OC[C@H](C)N(C(=O)c2ccccc2)C[C@H]1C	-1[16.7 µM]	-1	4	3	19	1	-0.1	-1
CC(=O)N1CCc2cc(S(=O)(=O)NCCCN3CCCCC3)ccc21	6	-1	-2	5	-9	-8	1.3	1
CC(C)(C)Nc1nc(Oc2ccc(=O)[nH]n2)nc(N2CCOCC2)n1	x	x	-1	-14	-20	x	0.1	x
CC(O)c1cccc(NC2=CC(=O)CC(C)(C)C2)c1 (stereo not given)	-8	-1	x	-36	x	-3	x	0
O=C(COc1ccc(F)cc1)N1CCC(c2ccccc2)C1 (stereo not given)	-4	8	x	x	x	-12	x	0
COc1ccc(CNc2cccc3[nH]c(C(F)(F)F)nc23)cc1	-1	0	-3	-12	-6	8	0.0	0
CC1(C)CC(NC(=O)COc2ccc3ccccc3c2)CC(C)(C)N1	-4	-1	x	-7	x	1	x	-12
CSc1ccccc1NC(=O)c1cc2c(=O)n3ccccc3nc2s1	-1	3	-5	x	-26	6	-0.2	-2
Cc1ccc(NC(=O)C(C)OC(=O)C2CC3CCCC(C2)C3=O)cc1S(=O)(=O)N1CCOCC1 (stereo not given)	x	0	24	x	-13	10	-0.1	-3
COC(=O)CCC(=O)c1ccn(S(=O)(=O)c2ccccc2)c1	-5	6	-1	8	-11	8	-0.1	-1
CC(C)Nc1nc(-c2cccnc2)nc(-c2ccc(Cl)cc2)c1C#N	-2	-6	5	-1	-12	-2	x	2
C=Cn1nc(C)c2ccccc2c1=O	-6	-5	x	-11	x	-11	x	4
C[C@@H]1CN([C@@H](C)CO)C(=O)Cc2cc(NC(=O)CCCCCC(=O)Nc3ccccc3N)ccc2O[C@H]1CN(C)Cc1ccc(Cl)c(Cl)c1	-14[16.7 µM]	-2	-4	0	1	-1	-10	-1
O=C(CSc1ncn[nH]1)c1ccc2c(c1)OCCO2	x	5	x	-1	x	11	x	0
COCc1nnc(NC(=O)C23CC4CC(CC(C4)C2)C3)s1	x	1	0	x	-2	14	0.0	-1

The closing two compounds of the part before lead into the next.
SMILES	miR-122 sensor	PglD DTNB	ERAP1 inh	PGC1a acetyl inh	RAD52 anneal inh	RAD54 inh	E-selectin induc	Cneo AK release
O=C(CSc1ncn[nH]1)c1ccc2c(c1)OCCO2	x	5	x	-1	x	11	x	0
COCc1nnc(NC(=O)C23CC4CC(CC(C4)C2)C3)s1	x	1	0	x	-2	14	0.0	-1
CN(C)c1cccc(NC(=O)C2Cc3c(-c4ccc(Cl)cc4)ccnc3O2)c1 (stereo not given)	-2	1	0	x	-5	-3	0.2	0
CN1C(=O)c2cc(NC(=O)NCc3ccccc3)ccc2OC[C@@H]2O[C@H](CC(=O)NCC3CCCCC3)CC[C@@H]21	173*[16.7 µM]	2	x	-8	1	-8	-0.2	0
CC1CC(=O)N(c2ccc(N(C)Cc3ccccc3)c([N+](=O)[O-])c2)C1=O (stereo not given)	-7	-2	-3	1	-21	-2	1.3	0
COc1ccc(C(NC(=O)CC(C)C)c2c(O)ccc3ccccc23)cc1 (stereo not given)	26	2	5	x	-13	-2	0.4	1
Cc1cccc(N2CCN(C(=O)C3CCCN(S(=O)(=O)c4cnc[nH]4)C3)CC2C)c1 (stereo not given)	-18	-1	x	x	x	-11	x	-1
C[C@@H]1CN([C@H](C)CO)C(=O)c2cc(NS(=O)(=O)c3cn(C)cn3)ccc2O[C@@H](C)CCCCO[C@H]1CN(C)Cc1ccc(C(=O)O)cc1	2[16.7 µM]	0	x	8	x	-2	0.5	0
N#Cc1ccsc1NC(=O)CN1CCN(c2ccc(O)cc2)CC1	-11	-8	x	-4	x	-6	x	-2
